core dimer inh = HCV core protein dimerization inhibition | AID 1899 | 300,000 compounds, 0.33% hits | inhibition, % at 5 µM | TR-FRET GST/Flag-core106 dimerization, 1536-well;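 active = inhibition above the mean of all tested compounds plus 3 SD, set per screening campaign, cut at about 45% in these data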
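Assay system: Tagged HCV core106 pair (GST and Flag) | Buffer or medium: KF-containing HEPES buffer, pH 7.45, DTT, CHAPS, BSA | Also added: Eu donor and XL665 acceptor anti-tag antibodies | Dosing: One concentration, 5 µM, in 0.5% DMSO | Timing: 4 h at 22.5 °C | Technique: TR-FRET 671 and 617 nm emission | Repeats: Singlicate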
Fh CTSL1 inh = cathepsin L1 inhibition, PFM18AAP counter-screen | recombinant F. hepatica cathepsin L1, Z-Leu-Arg-MCA fluorescence | inhibition, % at 5.96 µM | 300,000 compounds, 0.49% hits;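 active = inhibition above the mean of all tested compounds plus 3 SD, set per screening campaign, cut at about 17% in these data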;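 note: 0% = plate median of test compound wells and 100% = 1 µM Z-Phe-Ala-diazomethylketone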
JMJD2C inh = human JMJD2C demethylase inhibition; Q9H3R0; GST-JMJD2C(1-420) H3K9me3 demethylation, DELFIA europium; inhibition, % at 2.35 µM; 330,000 compounds, 0.069% hits;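 active = more than half of a compound's replicate wells show inhibition beyond 50%, single wells judged on their own value; inconclusive = some, but no more than half, of replicates pass 50% inhibition; inactive = no replicate passes 50% inhibition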;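 note: signal counts dimethyl H3K9 product captured on neutravidin plate; 0% = median of DMSO wells and 100% = 0.3 times that DMSO median; strong numbers were not always called active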
Target sequence (Q9H3R0 1-420 limits assumed): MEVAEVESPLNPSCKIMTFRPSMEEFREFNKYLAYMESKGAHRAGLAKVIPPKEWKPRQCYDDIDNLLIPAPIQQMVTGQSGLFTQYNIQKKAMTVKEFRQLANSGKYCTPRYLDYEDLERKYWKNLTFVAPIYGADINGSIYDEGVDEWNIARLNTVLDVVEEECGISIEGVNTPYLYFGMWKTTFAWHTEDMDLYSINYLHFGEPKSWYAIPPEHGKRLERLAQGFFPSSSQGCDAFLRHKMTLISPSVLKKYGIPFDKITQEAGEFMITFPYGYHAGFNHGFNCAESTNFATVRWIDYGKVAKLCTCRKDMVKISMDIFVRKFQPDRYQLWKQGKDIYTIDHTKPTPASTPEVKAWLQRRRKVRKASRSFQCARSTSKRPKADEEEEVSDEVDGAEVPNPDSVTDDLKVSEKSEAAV
PP1 counter = counter-screen for PP5 inhibitors: inhibitors of human PP1-alpha. 320,000 compounds, 0.9% hits. purified PP1alpha, OMFP fluorescence. P62136. inhibition, % at 6.7 µM;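 active = inhibition above the mean inhibition of all tested compounds plus 3 SD, computed separately for each screening campaign, cut at about 15% in these data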
Target sequence (P62136 whole entry, looked up): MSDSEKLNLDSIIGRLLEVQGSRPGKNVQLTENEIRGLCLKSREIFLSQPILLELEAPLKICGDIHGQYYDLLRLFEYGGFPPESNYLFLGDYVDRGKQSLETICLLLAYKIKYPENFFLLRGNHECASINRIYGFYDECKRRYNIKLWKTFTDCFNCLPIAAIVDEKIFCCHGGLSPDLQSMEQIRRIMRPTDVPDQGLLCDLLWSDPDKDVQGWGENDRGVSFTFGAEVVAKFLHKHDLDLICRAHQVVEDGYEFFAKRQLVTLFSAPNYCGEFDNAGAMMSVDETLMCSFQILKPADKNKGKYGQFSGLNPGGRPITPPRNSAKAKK
PREPL inhibitor = inhibits the human prolyl oligopeptidase-like enzyme. inhibition, % at 5.96 µM. recombinant PREPL, fluorescence polarization activity-based probe. Q4J6C6. 320,000 compounds, 0.68% hits. AID 2751; in the data active = inhibition above about 43%;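 note: 0% = enzyme with DMSO and 100% = wells lacking enzyme; many of its hits are not listed in these tables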
Efflux pump inh = antifungal efflux pump inhibition, Nile Red retention. S. cerevisiae Candida pump triplex. inhibition, % at 10 µM. 330,000 compounds, 0.44% hits;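 active = plate passing quality check with inhibition over a set limit, or well fluorescence over plate mean plus 4 SD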;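 note: Nile Red retained in pooled yeast measured as flow cytometry median fluorescence; 0% = buffer negative control and 100% = Enniatin B positive control; higher means more Nile Red kept so more efflux inhibition; some compounds called inactive have numbers as strong as hits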
PP5 primary = PP5 (human) phosphatase inhibition | inhibition, % at 6.7 µM | 320,000 compounds, 0.18% hits | P53041 | purified PP5c, OMFP substrate fluorescence | AID 1987;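 active = inhibition above the campaign's mean inhibition across all tested compounds plus 3 SD, cut at about 9.5% in these data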;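 note: 0% = DMSO only and 100% = 100 µM cantharidin control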
TPT1 inh = C. albicans TPT1 enzyme inhibition; 300,000 compounds, 0.81% hits; recombinant caTPT1, FP RNA substrate dephosphorylation; inhibition, % at 5 µM;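 active = inhibition above the mean of all tested compounds plus 3 SD, set per screening campaign, cut at about 24% in these data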;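 note: plate controls were DMSO alone for no effect and ferristatin control at 100 nM for full effect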
LYPLA2 counter = counter-screen for PME1 inhibitors: inhibitors of human LYPLA2. recombinant LYPLA2, FP-Rh probe fluorescence polarization. O95372. inhibition, % at 5.9 µM. 320,000 compounds, 0.38% hits;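 active = inhibition above the screen-wide mean plus 3 SD, limit set per campaign, cut at about 26% in these data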;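 note: 0% = LYPLA2 with DMSO and 100% = wells lacking LYPLA2 enzyme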
Target sequence (O95372 whole entry, looked up): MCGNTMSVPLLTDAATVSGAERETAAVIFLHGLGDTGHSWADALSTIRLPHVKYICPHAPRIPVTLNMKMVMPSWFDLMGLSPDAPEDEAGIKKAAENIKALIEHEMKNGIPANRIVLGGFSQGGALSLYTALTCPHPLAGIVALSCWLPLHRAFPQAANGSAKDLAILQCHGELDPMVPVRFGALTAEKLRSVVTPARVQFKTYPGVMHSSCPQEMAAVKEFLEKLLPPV
* hit, by the source's call; ? = inconclusive; / = no result given.

SMILES	core dimer inh	Fh CTSL1 inh	JMJD2C inh	PP1 counter	PREPL inhibitor	Efflux pump inh	PP5 primary	TPT1 inh	LYPLA2 counter
CC(C)(C)OC(=O)[C@H](Cc1ccccc1)NC(=O)c1[nH]cnc1C(=O)Nc1cccc(Cl)c1	-17.0	-1.6	1.2	4.8	8.6	-0.2	7.3	-3.6	-45.7
O=C(NCCc1ccc(F)cc1)N1CCOCC1	-3.5	0.5	-0.2	-1.9	15.1	-0.2	-0.3	-2.3	7.8
O=C(CSc1nc2sc3c(c2c(=O)n1-c1ccccc1)CCCC3)N/N=C/c1ccc(C(=O)O)cc1	-62.2	3.4	7.7	0.4	5.9	-0.1	4.1	-3.8	5.0
CC(=O)Nc1ccc(NC(=O)CSc2ccc(-c3sc(C)nc3C)nn2)cc1	3.9	0.3	2.2	-1.4	-4.6	0.1	0.9	-1.5	-2.1
O=C(Nc1nc(C2C3CC4CC(C3)CC2C4)cs1)c1cc2cc([N+](=O)[O-])ccc2oc1=O (stereo not given)	5.2	-2.9	-0.6	-0.7	-5.2	0.0	0.2	-0.5	1.5
CC(=O)N1CCOc2ccc(S(=O)(=O)N3CC(C)CC(C)C3)cc21 (stereo not given)	1.8	-3.5	16.1	-3.1	-6.2	0.0	3.2	-0.3	2.6
COC(C[C@H]1O[C@@H]1[C@H](O)[C@H](C)OCc1ccccc1)OC	-0.5	-2.1	4.1	-1.8	6.9	-0.1	2.0	-2.8	3.2
O=C(N[C@@H](Cc1ccc(O)cc1)C(=O)O)c1cccnc1	-12.7	-1.1	1.3	-0.8	4.7	/	1.4	-1.6	3.8
Cc1cc(C)c(NC(=O)CSc2nc3c(c(=O)n2C)SC(C)C3)c(C)c1 (stereo not given)	-5.1	2.5	0.1	3.5	0.1	0.4	1.4	3.1	1.6
COCCN1CN=C(Nc2nc3ccccc3o2)NC1	-2.7	-3.0	1.3	-3.9	-1.9	0.0	-0.6	-1.7	0.7
CN(C)CCCN1c2ccccc2CCc2ccccc21	-1.5	5.5	-21.7	1.4	26.3	0.0	2.4	-1.5	0.1
COc1cc(C(=O)OCC(=O)c2ccccc2)cc2c1OCCO2	/	/	-2.8	-2.4	5.1	0.3	2.1	/	-4.1
COc1ccc(C2C3CCCCC3(O)CCN2C(=O)c2cccs2)cc1 (stereo not given)	4.8	-2.4	-7.4	-1.2	13.0	0.2	-0.9	-0.9	-6.2
CCOc1cccc(N2C(=O)CC(N3CCN(c4ccc(S(=O)(=O)CC)cc4)CC3)C2=O)c1 (stereo not given)	-3.0	0.4	3.6	2.7	13.7	0.1	3.1	-1.6	8.8
CSc1cccc(NC(=O)/C=C/c2ccc(Cl)cc2)c1	6.5	1.7	2.1	-0.8	7.5	0.0	1.2	1.1	-58.8
CCS(=O)(=O)n1nc(-c2ccccc2)nc1N	-3.8	-2.5	-2.0	-2.2	-4.7	0.0	1.6	-3.8	3.6
CC(C)C[C@H](NC(=O)C1CC(=O)N(c2ccc3c(c2)OCO3)C1)C(=O)NCc1ccco1 (stereo not given in full)	13.8	27.0*	?	9.4	4.1	-0.1	1.1	-1.4	0.7
c1ccc(-c2nnsc2Sc2ccccn2)cc1	-3.9	-2.5	0.3	0.4	-8.7	0.1	3.4	-1.1	-4.0
Cc1ccc(C(=O)CSc2nnc(N)s2)c(C)c1	-4.5	0.2	15.7	-1.9	19.8	0.0	3.0	-3.9	5.2
O=C(CN1C(=O)c2ccccc2C1=O)NCCc1c[nH]c2ccccc12	-0.4	-0.3	-1.7	-4.3	5.9	-0.1	0.4	1.7	-0.9

In another format: results already given
Order of values – core dimer inh | Fh CTSL1 inh | JMJD2C inh | PP1 counter | PREPL inhibitor | Efflux pump inh | PP5 primary | TPT1 inh | LYPLA2 counter
CCS(=O)(=O)n1nc(-c2ccccc2)nc1N
 : -3.8 | -2.5 | -2.0 | -2.2 | -4.7 | 0.0 | 1.6 | -3.8 | 3.6
CC(C)C[C@H](NC(=O)C1CC(=O)N(c2ccc3c(c2)OCO3)C1)C(=O)NCc1ccco1 (stereo not given in full)
 : 13.8 | 27.0* | ? | 9.4 | 4.1 | -0.1 | 1.1 | -1.4 | 0.7
c1ccc(-c2nnsc2Sc2ccccn2)cc1
 : -3.9 | -2.5 | 0.3 | 0.4 | -8.7 | 0.1 | 3.4 | -1.1 | -4.0
Cc1ccc(C(=O)CSc2nnc(N)s2)c(C)c1
 : -4.5 | 0.2 | 15.7 | -1.9 | 19.8 | 0.0 | 3.0 | -3.9 | 5.2
O=C(CN1C(=O)c2ccccc2C1=O)NCCc1c[nH]c2ccccc12
 : -0.4 | -0.3 | -1.7 | -4.3 | 5.9 | -0.1 | 0.4 | 1.7 | -0.9

Remaining list, next part.
SMILES	core dimer inh	Fh CTSL1 inh	JMJD2C inh	PP1 counter	PREPL inhibitor	Efflux pump inh	PP5 primary	TPT1 inh	LYPLA2 counter
CC(C)(C)C(=O)N1N=C(c2ccc(NS(C)(=O)=O)cc2)CC1c1cccs1 (stereo not given)	-4.1	16.3	1.7	23.2*	3.4	-0.3	8.3	0.4	4.7
COC(=O)c1ccc2c(=O)[nH]c(COC(=O)CCC(=O)c3ccc(Cl)cc3)nc2c1	15.2	-14.6	2.3	12.8	-8.5	0.1	2.1	3.3	-3.3
COc1ccccc1NC(=S)N1CCC(C(=O)c2ccc(F)cc2)CC1	1.6	1.1	0.5	-1.5	13.2	0.0	-0.5	-2.2	4.5
CCCCCc1cc(=O)oc2c(C(CCN3CCCC(C)C3)c3ccc(N(C)C)cc3)c(OC)cc(OC)c12 (stereo not given)	-4.0	-0.5	6.9	9.8	16.7	1.0*	3.9	0.7	0.8
COc1ccc(-c2cc3ccccc3n2CC(O)CNC(CO)(CO)CO)cc1 (stereo not given)	2.0	-6.8	-5.9	-2.1	20.0	0.7	3.2	-5.2	7.7
COc1cccc(C(=O)N2CCC(n3nccc3NC(=O)C(OC)c3ccccc3)CC2)c1 (stereo not given)	-7.6	3.1	-6.0	-1.6	12.1	-0.1	0.5	-3.2	0.6
CCN1C(=O)NC(c2cccnc2)C(C(=O)OC)=C1C (stereo not given)	-2.0	-5.5	-3.1	-4.2	5.2	0.0	1.5	-1.2	-1.2
O=C(CCn1c(=S)oc2ccccc21)Nc1ccccc1F	-5.3	-0.9	0.9	1.5	-5.5	0.0	0.4	-0.7	1.6
COc1ccc(S(=O)(=O)N2CCCCC2)cc1NC(=S)Nc1ccccc1	0.7	7.3	1.9	-5.4	4.0	0.0	-2.3	0.8	-4.2
COc1cccc(OCc2cc(C(=O)N(C)C3CC(C)(C)NC(C)(C)C3)no2)c1	2.5	0.6	10.9	-4.1	13.2	0.5	0.8	2.8	0.0
CCCCC(=O)Nc1nnc(CCOC)s1	-5.4	1.0	-8.6	-4.0	9.3	0.1	1.4	-0.5	-0.8
CCOC(=O)C1CCN(S(=O)(=O)c2ccc(Cl)cc2OC)CC1	-0.8	0.8	-1.6	-4.0	5.2	-0.1	0.5	-1.6	1.5
COc1ccc2ccccc2c1/C=N/NC(=O)c1nnn(-c2nonc2N)c1C(C)C	5.9	-2.9	9.9	0.1	-4.3	-0.1	7.5	2.6	-27.4
O=C(NC(=S)Nc1ccc2[nH]c(=O)[nH]c2c1)c1ccccc1Cl	-1.2	-1.4	5.2	0.7	-8.0	6.2*	0.6	-0.2	-3.3
CN(C)CCCNC(=O)c1ccc(CN(c2ccccc2)S(C)(=O)=O)cc1	-4.0	3.7	-10.7	-2.1	6.4	0.1	-0.8	-1.3	4.0
Cc1ccccc1NC(=O)c1ccc(COc2ccc3c(C)cc(=O)oc3c2)cc1	9.9	2.0	1.9	-1.3	4.5	-0.2	-0.8	-5.2	6.4
CCOC(=O)/C(C#N)=C1/C=CNC(=O)N1	0.4	7.2	39.4	-0.7	13.2	0.1	0.7	2.9	3.8
C/C(=N\NC(=O)c1c(Cl)c(C)nn1C)c1ccc(NC(=O)C2CCC2)cc1	-5.0	1.9	0.6	-3.2	-2.7	1.2	2.1	0.7	4.6
COc1ccc(N/C(N)=N/c2nc(C)c(Cc3ccccc3)c(=O)[nH]2)cc1	-8.8	-1.1	-2.8	5.7	1.9	0.0	-4.7	-1.0	-2.5
Cc1cc(C(=O)OCC(=O)N(C)C2CCS(=O)(=O)C2)c(C)n1-c1ccccc1 (stereo not given)	-0.1	-1.6	4.2	-1.6	0.5	0.0	-0.4	-2.4	3.5

Other results:
SMILES	core dimer inh	Fh CTSL1 inh	JMJD2C inh	PP1 counter	PREPL inhibitor	Efflux pump inh	PP5 primary	TPT1 inh	LYPLA2 counter
CCN1C(=O)[C@H]2[C@@H](c3ccc(C)cc3)N3C(=O)N(c4cccc(Br)c4)C(=O)[C@@]3(CC(C)C)[C@H]2C1=O	0.0	-5.0	-8.8	5.2	20.3	-0.1	5.1	-2.5	4.4
Cc1cc(C)cc(-n2c(=O)c3ccccc3n(CC(=O)NCC3CCCO3)c2=O)c1 (stereo not given)	9.1	3.2	-4.5	4.3	2.0	0.1	-0.7	-1.2	2.1
Cc1cc(S(=O)(=O)NCc2cccnc2)ccc1F	6.6	-2.7	4.5	-3.8	-9.9	-0.2	2.2	-0.9	-1.3
CC1CCN(C(=O)CNC(=O)Cc2ccccc2)CC1	0.9	0.8	4.8	-2.9	3.1	0.0	-2.3	1.7	3.5
Cc1nn(CCC(=O)N2CCN(S(=O)(=O)c3ccc(Cl)cc3)CC2)c(C)c1C	8.6	2.1	0.4	-0.3	16.4	0.0	1.9	1.9	0.6
Cc1ccc2[nH]c3c(c2c1)CN(C(=O)CN(C)CC1OCCO1)CC3	1.8	16.8*	6.9	-1.4	1.5	0.1	1.0	-15.3	-0.8
CCCNC(=O)OCc1cccnc1Sc1ccc(C)cc1	5.4	6.2	1.5	0.0	5.2	0.3	2.6	-2.0	-3.7
COc1ccc(N/C(=N/c2nc(C)cc(C)n2)NC(=O)c2ccccc2)cc1	-2.9	2.9	4.3	-1.0	3.3	0.0	-0.7	-2.3	0.3

Source: PubChem BioAssay (several laboratories)

Only part of the results is shown (hit frequency here may not be typical).
